NR2F2 inh: inhibitors of human COUP-TFII (NR2F2); P24468; HEK293T NGFI-A luciferase reporter, luminescence; inhibition, % at 8.6 µM; actives 0.7% (n = 370,000);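 active = inhibition above a per-plate cutoff, mean inhibition of test wells between control levels plus 3 SD, cut at about 38% in these data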;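 also: cells cotransfected with COUP-TFII expression vector driving the NGFI-A reporter; 0% = median of COUP-TF2 test wells and 100% = reporter-only cells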
TWEAK-Fn14 inh: inhibitors of TWEAK-Fn14 interaction signaling. TWEAK-stimulated Fn14 reporter cells, luciferase luminescence, 8 h. AID 1159606. actives 2% (n = 360,000). inhibition, % at 10 µM; in the data active = inhibition above about 50%
CF NFkB inh: inhibitors of cystic fibrosis induced NF-kB. AID 588850. KKLEB NF-kB-GFP reporter, PAF-induced, GFP fluorescence overnight. actives 0.86% (n = 360,000). inhibition, % at 5 µM;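 active = at least 50% inhibition at 5 µM, scaled per plate between neutral and stimulator controls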;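 also: PAF is a Pseudomonas aeruginosa culture filtrate used as stimulus; plate controls were PAF-stimulated DMSO wells for no effect and unstimulated DMSO wells for full effect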
NCOA1 inh: inhibitors of human steroid receptor coactivator 1 (SRC1); Q15788; HEK293 GAL4-SRC1 luciferase reporter, luminescence; inhibition, % at 3.6 µM; actives 0.12% (n = 360,000); AID 588354;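 active = inhibition above the campaign mean plus 3 SD, with each screening campaign given its own cutoff, cut at about 60% in these data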;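 also: 0% = DMSO treated cells and 100% = gossypol at 36 µM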
SRC3 inh: inhibits human SRC3 coactivator; Q9Y6Q9; HEK293 GAL4-SRC3 luciferase reporter, luminescence; inhibition, % at 3.6 µM; actives 0.17% (n = 360,000); AID 588352;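 active = inhibition above a per-campaign cutoff, the mean of all compounds plus 3 SD, cut at about 60% in these data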;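 also: 0% = DMSO-treated cells and 100% = gossypol-treated cells at 36 µM; higher means less SRC3-driven luciferase light from the GAL4 reporter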
Shn3 inh set2: inhibitors of Schnurri-3 3'UTR reporter in osteoblasts | Clone20 osteoblast Shn3 3'UTR firefly luciferase, 24 h | inhibition, % at 12.5 µM | actives 0.52% (n = 360,000);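 active = mean inhibition of at least 75% with every replicate also reaching 75%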;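 also: 0% = median of neutral control wells and 100% = pilot-screen positive control compound; some compounds past the cut are filed as inactive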
TROY signal inh: TROY signaling inhibition; Q293 LMP1-TROYcd NF-kB luciferase reporter, 4 h; inhibition, % at 10 µM; actives 0.98% (n = 360,000); AID 1347056;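 active = compounds whose plate-normalised and pattern-corrected inhibition of the luciferase reporter signal at the single screening dose is 50% or more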
NR5A2 inv ag: inverse agonists of human LRH-1 (NR5A2); HEK293T StAR-luciferase reporter, LRH-1 transfected, 24 h; inhibition, % at 3.6 µM; actives 0.13% (n = 360,000); AID 602396;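 active = inhibition above the mean inhibition of all tested compounds plus 3 SD, cut at about 73% in these data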;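 also: 0% = DMSO wells and 100% = reporter-only cells lacking LRH-1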
C8 TRAIL sens: caspase-8 TRAIL sensitization. NB7+C8 cells + TRAIL, ATPlite viability luminescence. inhibition (viability loss, TRAIL sensitization), % at 10 µM. actives 1% (n = 360,000). AID 624354;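 active = compounds causing at least 50% loss of cell viability in the single-dose screen, relative to plate controls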
EBV LMP1 NFkB: inhibitors of Epstein-Barr LMP1-induced NF-kappaB reporter; inhibition, % at 12.5 µM; AID 504558; actives 0.69% (n = 350,000); LMP1-induced NF-kappaB luciferase reporter cells, luminescence; in the data active = inhibition above about 41%;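 also: 0% = neutral control wells and 100% = reference inhibitor control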
KKLEB cytotox: reduces viability of KKLEB cystic fibrosis airway cells | KKLEB CF airway cells viability, ATPlite luminescence, overnight; stronger effect = lower value; cells stimulated with P. aeruginosa culture filtrate | activity change (cytotoxicity), % at 5 µM | actives 0.36% (n = 360,000);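 active = corrected activity change at or below -50% at 5 µM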
* marks the source's active call; other numbers are inactive results; . = no result given. These rows are one share of the data; the hit share may differ from the screen's.

SMILES	NR2F2 inh	TWEAK-Fn14 inh	CF NFkB inh	NCOA1 inh	SRC3 inh	Shn3 inh set2	TROY signal inh	NR5A2 inv ag	C8 TRAIL sens	EBV LMP1 NFkB	KKLEB cytotox
Nc1nonc1-n1nnc(C(=O)N/N=C/c2ccccc2F)c1-c1cccs1	-1.5	26.4	19.5	12.1	21.6	-12.7	14.2	-0.3	-9.5	4.5	6.8
CCOc1ccc(S(=O)(=O)Nc2cccc(OC)c2)cc1	-3.0	5.3	11.7	6.2	-1.1	35.0	3.1	16.5	8.6	3.9	-12.6
CCOc1ccc(/C=C2\CCC(C3CCCC3)C2=O)cc1 (stereo unspecified)	-15.3	26.6	-9.9	-41.8	-45.5	-43.2	15.5	-4.9	8.4	-12.3	13.0
Cc1[nH]n2cnnc2c(=O)c1Br	15.7	-7.3	3.7	0.1	17.7	6.4	22.0	13.3	-4.2	0.1	12.0
COc1ccccc1CNC(=S)NCCc1ccccc1	1.0	-12.9	-14.4	-2.6	-18.7	-26.8	-33.3	14.8	-7.9	-14.8	5.3
COCCNC(=O)Cn1cnc([N+](=O)[O-])n1	-3.6	8.6	1.3	8.4	13.2	-14.9	-24.2	10.2	-3.9	0.9	15.6
C#CCn1c(=NC(=O)c2ccccc2[N+](=O)[O-])sc2cc(S(C)(=O)=O)ccc21	-10.9	17.4	28.4	-16.0	-2.6	-3.2	4.8	22.6	-1.7	-2.8	-18.0
Cc1ccc(CNC(=O)CSc2nc3ccccc3c(=O)n2CCCO)cc1	-0.5	-14.2	-3.3	3.8	10.6	10.3	4.5	15.9	-7.0	-6.2	5.2
CC1CCN(C(=O)COC(=O)CCC(=O)c2cccs2)CC1	10.3	-0.7	9.4	-17.5	-1.1	-0.3	10.8	11.5	2.9	4.8	4.0
CC(=O)c1c(C)[nH]c(C(=O)Nc2cccc3ccccc23)c1C	6.3	40.1	-5.7	-24.3	4.4	8.6	46.0	13.9	-0.1	-2.8	-5.1
Cc1ccccc1C(=O)N/N=C/c1ccc([N+](=O)[O-])s1	57.1*	13.1	-3.6	21.3	46.3	-2.5	6.2	63.3	38.2	-6.8	1.4
CCOCCn1c(=O)c2c(nc3n2CC(C)CN3CCc2ccccc2)n(C)c1=O (stereo unspecified)	5.7	11.9	-10.6	2.0	-0.4	15.5	-0.5	-8.4	1.1	-5.2	2.8
CCOC(=O)N1CCN(C(=O)C2CCCN(c3ncnc4c3sc3cccc(F)c34)C2)CC1 (stereo unspecified)	-4.4	28.8	-27.0	11.8	12.0	39.6	32.8	11.0	24.8	16.0	14.5
CSc1cccc(NC(=S)NC(=O)c2cccnc2)c1	0.6	-4.0	2.8	11.5	-13.9	-5.7	11.6	-3.4	10.6	-2.3	-4.0
CN1C(=O)C(O)(CC(=O)c2ccccn2)c2cc(Br)ccc21 (stereo unspecified)	-13.0	6.6	-9.5	-3.0	-4.0	23.2	20.6	3.4	6.1	0.9	-8.9
COCCCN=C1NN=C(c2cc(C)n(Cc3ccccc3Cl)c2C)CS1	-27.1	2.8	53.5*	-77.6	-57.0	37.5	-2.8	-23.4	-9.2	15.6	-13.5
Cc1ccc2nc(-c3ccc(NC(=O)CN(c4ccccc4C)S(C)(=O)=O)cc3)sc2c1	-72.7	53.3*	-21.8	-116.4	-105.8	2.4	-10.1	-150.7	43.0*	-74.6	-2.1
Oc1ccc(C[C@H]2CNC(=S)N2C[C@H]2CCCN2C[C@H](Cc2ccccc2)N2C[C@H](Cc3ccccc3)N(CC3CCCCC3)C2=S)cc1	-1.4	19.7	.	.	.	.	1.3	0.7	2.5	.	.
Cc1sc2ncn(CC(=O)NCCCN3CC(C)CC(C)C3)c(=O)c2c1S(=O)(=O)N1CC(C)CC(C)C1 (stereo unspecified)	9.6	20.9	5.2	-9.7	9.5	11.3	18.4	3.0	11.7	-5.4	-5.5
CCN(CC)CCNC(=S)Nc1ccc2nc(N3CCCC3)cc(C)c2c1	-16.4	-40.6	0.6	-125.5	10.6	5.6	-19.5	-12.6	7.3	-26.7	-7.0
CC(C)(C)OC(=O)N1CCC[C@H]1C(=O)NCC1CCC(C(=O)O)CC1 (stereo partly specified)	3.9	-1.9	3.8	1.5	-1.9	-17.4	-13.7	-1.0	-8.3	9.2	12.1
CCCCCSc1nnc(C)c(=O)[nH]1	.	-6.8	-0.9	5.4	8.3	-18.9	8.6	-5.7	-4.0	-7.9	10.9
CC(C)OC(=O)c1nn2c(C(F)(F)F)cc(-c3ccc(Br)o3)nc2c1Br	-9.2	30.6	2.4	-14.8	-0.8	13.0	-2.6	12.7	4.1	-3.9	2.7
COc1ccc(OCC(=O)N(Cc2cccs2)C2CCS(=O)(=O)C2)cc1 (stereo unspecified)	7.0	-2.0	-23.3	-6.4	25.5	2.9	-4.6	-3.6	-4.3	0.9	21.0
Cc1ccc(/C=N/NC(=O)c2cccs2)cc1[N+](=O)[O-]	-48.0	-51.5	-52.3	-84.8	-39.6	-74.6	-61.2	-128.7	5.3	-15.0	13.9
COc1ccccc1-c1nnc(SCC(=O)N2CCOCC2)o1	-26.2	-5.7	17.4	-49.2	-34.5	-30.4	-29.4	-25.2	2.3	-12.8	-25.7
C=CC[C@@H](Cc1ccc(F)cc1)C(=O)OC[C@@H]1CCCN1C(=O)[C@H](CC=C)CC(=O)N[C@H](CO)Cc1ccccc1	-1.7	19.5	2.6	-1.2	-7.3	-9.0	30.9	9.8	8.7	0.7	8.7
NC(=S)NN=C1CSSC1	.	-4.9	70.3*	-28.6	-4.4	32.1	-5.5	15.6	17.3	23.3	2.9
O=C1NCCN1CCN1C(=O)c2ccccc2NC1c1ccccc1 (stereo unspecified)	4.6	-14.8	-1.6	-15.9	12.2	-7.0	-3.1	10.4	-26.9	0.3	12.3
O=C(Nc1ccc(Cl)c(S(=O)(=O)N2CCOCC2)c1)C1=NN(c2ccccc2)C(=O)CC1	14.8	-16.7	-3.8	-0.8	-9.8	-18.4	4.7	13.5	3.4	1.7	6.6
CC(=O)N1CC2(CC(=O)OC(C)C)CN(C(C)=O)CC(CC(=O)OC(C)C)(C1)C2=O	-1.6	12.5	-2.1	-18.8	18.7	-14.3	2.9	14.6	-6.8	-10.2	-4.7
Cc1nn(C)cc1C(C)Nc1nc2nonc2nc1N1CCCCC1 (stereo unspecified)	-7.6	34.8	-1.1	13.2	27.2	-11.2	-14.9	-14.5	10.7	-2.0	5.8
O=c1cc(C(F)F)oc2c1ccc1ccccc12	10.6	-5.1	-21.7	11.4	27.9	-5.6	-18.8	11.0	16.1	-2.2	-4.1
NCCCCCc1cn([C@@H](CO)C(=O)NCCCCCCCCCCC(=O)N2CCNCC2)nn1	-20.0	-6.2	7.0	-17.1	-0.9	14.5	-9.1	2.7	1.7	0.7	10.7
c1ccc(Cn2c(Nn3cnnc3)nc3ccccc32)cc1	-4.5	-7.5	-2.2	-30.8	3.0	-9.6	-5.1	8.8	-3.2	-9.3	-3.7
O=S(=O)(c1ccc(Cl)cc1)c1cnc(-c2cccnc2)nc1-c1ccccc1	4.4	21.2	11.5	10.9	-11.8	-4.3	-5.1	12.3	12.8	-4.5	4.4
CCn1c(C)nc2cc(C(=O)NNC(=O)CCC3CCCCC3)ccc21	.	-8.8	4.9	0.3	-3.3	-10.1	17.2	-1.2	0.4	-4.9	0.3
CC(=O)N1CCc2c(sc3c2c(=O)n(-c2ccccc2)c(=O)n3CC(=O)NCC2CCCO2)C1 (stereo unspecified)	7.6	-23.7	-19.0	9.6	11.2	3.6	4.9	5.3	4.0	0.1	15.1
COc1ccc(-c2cc(C)no2)cc1S(=O)(=O)Nc1cccc(C)c1	-14.3	13.0	4.0	-7.4	-13.8	8.1	10.6	-21.1	9.6	5.4	-16.7
CCOC(=O)c1c(C)c(-c2ccccc2)n(CC(=O)N2CCN(C)CC2)c1C	8.5	16.4	-27.0	-18.1	12.4	0.0	7.2	8.7	35.9	-2.3	21.5
C/C=C1\C(OC2OC(CO)C(O)C(O)C2O)OC=C(C(=O)OC)C1CC(=O)OCC1C(C)C(OC(=O)CC2C(C(=O)OC)=COC(OC3OC(CO)C(O)C(O)C3O)/C2=C\C)CC1C(CO)CO (stereo unspecified)	1.5	-2.4	-20.4	-20.9	0.1	-10.7	0.3	-20.2	0.8	3.3	3.9
Cc1cccc(-c2noc(CN(C)S(=O)(=O)c3cc(Cl)ccc3Cl)n2)c1	-18.9	-14.5	21.8	5.4	-1.5	19.4	-2.4	-6.1	24.9	-4.4	-25.1
O=C(N/N=C1/CCSC1)c1cc(Br)ccc1O	-0.6	1.1	20.8	0.6	-4.0	-11.9	7.3	-25.1	-4.2	4.4	-16.4
Nc1nnc(Cc2ccccc2F)s1	13.7	12.0	-2.8	-1.1	12.1	-11.7	-4.0	8.7	-0.3	3.1	10.3
c1ccc(OCCSc2nc3ccccc3o2)cc1	-1.8	-26.0	-6.5	-18.2	2.4	-2.8	-61.4	-5.1	-7.2	-3.8	3.7
CC(=O)Nc1ccccc1NS(=O)(=O)c1ccc(Cl)cc1	10.0	-2.2	11.3	0.8	2.9	8.5	2.0	-2.2	-1.9	0.3	-24.5
COCCN(C(=O)c1cc(-c2ccccc2Cl)nc2ccccc12)c1c(N)n(CC(C)C)c(=O)[nH]c1=O	8.8	0.0	2.7	5.5	-6.0	5.1	-4.7	11.7	-10.1	-6.6	10.0
CN(C)S(=O)(=O)N1CCN(Cc2ccccc2)CC1	8.0	-10.6	2.0	-3.3	11.6	6.1	-76.2	6.2	-29.6	-25.8	-1.9
COC(=O)[C@]12CCCCC=C1N(Cc1cccc3ccccc13)C(=O)[C@H](CC(=O)NCc1ccc(OC)c(OC)c1)C2	97.0*	97.4*	.	.	.	.	62.5*	9.2	63.3*	.	.
NC(=O)CC1C(=O)N(c2ccccc2)C(=S)N1NC(=O)c1ccccc1 (stereo unspecified)	-26.2	-23.0	11.9	-29.1	-31.4	-14.8	-47.8	-52.6	-5.7	.	-1.9
C=C(C)CNC(=O)c1ccc2nc(Cc3ccc(OC)cc3)oc2c1	-11.8	-33.0	-6.1	-128.2	-80.6	-75.4	-48.8	-99.9	2.1	-34.2	-3.2
CC(C)OC(=O)c1ccc(OC(=O)c2cccnc2)cc1	11.7	-24.8	-4.4	-19.6	6.7	6.1	-38.4	-4.7	-8.0	-2.5	-9.6

Three compounds out of the list, ordered by SMILES length, ascending:
SMILES	NR2F2 inh	TWEAK-Fn14 inh	CF NFkB inh	NCOA1 inh	SRC3 inh	Shn3 inh set2	TROY signal inh	NR5A2 inv ag	C8 TRAIL sens	EBV LMP1 NFkB	KKLEB cytotox
CC(C)OC(=O)c1ccc(OC(=O)c2cccnc2)cc1	11.7	-24.8	-4.4	-19.6	6.7	6.1	-38.4	-4.7	-8.0	-2.5	-9.6
NC(=O)CC1C(=O)N(c2ccccc2)C(=S)N1NC(=O)c1ccccc1 (stereo unspecified)	-26.2	-23.0	11.9	-29.1	-31.4	-14.8	-47.8	-52.6	-5.7	.	-1.9
COCCN(C(=O)c1cc(-c2ccccc2Cl)nc2ccccc12)c1c(N)n(CC(C)C)c(=O)[nH]c1=O	8.8	0.0	2.7	5.5	-6.0	5.1	-4.7	11.7	-10.1	-6.6	10.0

Source: PubChem (several laboratories)
